Bioassay records from PubChem BioAssay.
PAFAH2 inh: inhibitors of human PAFAH2. Q99487. recombinant PAFAH2, FP-rhodamine activity probe, fluorescence polarization. inhibition, % at 3.39 µM. hit rate 0.99% among 340,000. AID 492956;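 active = inhibition above the mean over all tested compounds plus 3 SD, cut at about 30% in these data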;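 also: inhibitors block probe labeling of enzyme so polarization drops; 0% = enzyme with DMSO and 100% = wells lacking PAFAH2 protein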
PAFAH1B2 inh: PAFAH1B2 (human) inhibition; P68402; recombinant PAFAH1B2, FP-rhodamine activity probe, fluorescence polarization; inhibition, % at 3.39 µM; hit rate 1.2% among 340,000;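 active = inhibition above the mean of all tested compounds plus 3 SD, cut at about 24% in these data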;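 also: 0% = enzyme with DMSO and 100% = wells lacking PAFAH1B2; many of its hits are not listed in these tables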
Target sequence (P68402 whole entry, looked up): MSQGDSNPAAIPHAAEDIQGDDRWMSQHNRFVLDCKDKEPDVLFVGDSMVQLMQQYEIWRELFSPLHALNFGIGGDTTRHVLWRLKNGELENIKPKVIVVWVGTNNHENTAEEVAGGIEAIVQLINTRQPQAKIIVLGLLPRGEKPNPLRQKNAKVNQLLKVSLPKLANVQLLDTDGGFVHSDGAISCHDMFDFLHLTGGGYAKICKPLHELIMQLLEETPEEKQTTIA
PAFAH1B3 FP inh: inhibitors of human PAFAH1B3; Q15102; recombinant PAFAH1B3, FP-rhodamine probe, fluorescence polarization; inhibition, % at 3.39 µM; hit rate 0.28% among 340,000; AID 492972;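 active = inhibition above the screen-wide average of all tested compounds plus 3 SD, cut at about 25% in these data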;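 also: 0% = enzyme with DMSO only and 100% = wells lacking PAFAH1B3 protein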
Target sequence (Q15102 whole entry, looked up): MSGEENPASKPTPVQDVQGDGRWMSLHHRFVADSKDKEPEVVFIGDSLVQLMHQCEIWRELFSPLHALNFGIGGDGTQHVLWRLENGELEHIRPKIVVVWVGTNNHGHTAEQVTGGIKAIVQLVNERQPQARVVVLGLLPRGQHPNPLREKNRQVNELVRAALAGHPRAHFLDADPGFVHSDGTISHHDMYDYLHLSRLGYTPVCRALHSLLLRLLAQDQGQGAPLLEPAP
Numbers without * were called inactive.

SMILES	PAFAH2 inh	PAFAH1B2 inh	PAFAH1B3 FP inh
CCOC(=O)/C=C1/SCC(=O)N1CC(=O)NC12CC3CC(CC(C3)C1)C2	-4	14	10
O=C(Nc1ccc(N2CCOCC2)cc1)C1=NN(c2ccccc2)C(=O)CC1	8	-2	1
Cc1ccccc1NC(=O)CCN1CCN(C)CC1	0	7	6
O=C1CCCC(NCCCCCCNC2=C([N+](=O)[O-])C(=O)CCC2)=C1[N+](=O)[O-]	-5	-2	1
FC(F)(F)c1ccccc1NC(=S)N1CCCCCC1	-6	1	-8
CC1CC(O)C(C)CN1 (stereo unspecified)	2	3	2
Nc1cccc2[nH]c(=O)c3ccccc3c12	9	2	20
C/C(=C\c1ccc(Br)cc1)C(=O)c1c(C)cc(C)[nH]c1=O	3	4	2
CC(C)C[C@H]1CNC(=S)N1CC1CCCN1C[C@H](CC(C)C)N1C[C@H](Cc2ccc(O)cc2)N(CC2CCCCC2)C1=S (stereo partly specified)	0	2	3
OC(c1ccccc1)(c1ccccc1)c1nccn1-c1ccccc1	6	7	2
Nc1ccn(C2OC(COP(=O)(O)O)C(O)C2O)c(=O)n1 (stereo unspecified)	-2	3	7
CN1C(=O)N(C)c2ccc(Br)c3cccc1c23	-2	4	3
Cc1ccc(C(=O)NNC(=O)c2ccc3ccccc3c2)cc1	-3	12	5
O=C(COC(=O)c1ccc(O)cc1O)NC(=O)c1ccccc1	-9	1	1
O=C(NCCC(=O)N(Cc1ccco1)Cc1cccs1)c1ccc([N+](=O)[O-])cc1	2	-2	0
CC(C)(C)S(=O)N1Cc2cn(Cc3ccccc3)c(=O)cc2[C@H]1CCO (stereo partly specified)	2	3	2
O=c1[nH]c2ccccc2c2ccc(Cl)cc12	4	4	4
Cn1ccc(C(=O)OCC(=O)Nc2ccccc2)n1	73*	1	7
COc1ccc(N2CCN(CC(=O)Nc3ccc(C)cc3Br)CC2)cc1	-1	-9	11
CC(=O)Nc1sc(C)c(C)c1C(=O)OCC(=O)NC(C)c1ccccc1 (stereo unspecified)	2	0	4
O=C1c2ccccc2-c2c1c1ccccc1c(=O)n2CCO	-7	1	-3
COc1ccccc1-c1cc(C(F)(F)F)nc(S(=O)(=O)CCCC(=O)Nc2cccnc2Cl)n1	-8	-4	-5
Cc1cc2c(SCC(=O)Nc3ccccc3O)ncnc2s1	4	-4	-3
Cc1ccc(C2(CCNC(C)c3cccs3)CCOC(C(C)C)C2)cc1 (stereo unspecified)	1	3	14
Cc1cc(C)c(OCC(=O)Nc2nnc(C3CC3)s2)c(C)c1	-5	-1	6
COC(=O)c1ccccc1NC(=O)CSc1nnc(CNS(=O)(=O)c2ccc(C)cc2)n1C	-2	9	1
C/C(=N\NC(=O)c1cccc(Br)c1)c1cccnc1	-1	4	5
CNN/C(N=Cc1ccc([N+](=O)[O-])s1)=N\S(=O)(=O)c1cc(C)c(Cl)cc1SCc1ccccc1	5	4	3
CC(C)c1ccc(S(=O)(=O)c2ccc(NN)cc2)cc1	2	6	9
CC(C)(C)S(=O)(=O)N1C[C@H]2C(=CC[C@@H]3C(=O)N(c4ccccc4)C(=O)[C@@H]32)[C@H]1CCO	-6	-3	5
NS(=O)(=O)c1cc(C(=O)OCC(=O)NC2CCCCCCC2)ccc1Cl	9	16	6
O=C(CN1CCN(C(=O)C2CC2)CC1)Nc1ccc(Cl)cc1F	0	5	-2
O=C(N/N=C/c1cccc(O)c1)c1ccc(NC(=O)C2CCCCC2)cc1	-12	-15	-1
COc1ccccc1C(=O)N1[C@@H](C(C)C)COc2cc(Br)ccc2S1(=O)=O	-9	6	4
COc1cc2ccccc2ccc1=NO	0	9	8
C=C1C(=O)O[C@H]2[C@H]1[C@H](OC(=O)/C(C)=C\C)C[C@]1(CO1)[C@@H]1[C@H](OC(C)=O)C=C(C)[C@]21O	5	1	5
Cc1ccc(O)c(C(=O)C=Cc2ccccc2)c1	1	-3	-5
COc1ccccc1NC(=O)CN1CCN(CC(=O)Nc2ccccc2F)CC1	6	-6	0
O=C(COC(=O)c1ccccc1O)NC(=O)NCc1ccccc1	-4	4	0
COc1ccc(NC(=O)COC(=O)CN2C(=O)c3ccccc3C2=O)cc1	8	2	5

Part of the list above, as comma-separated lines:
smiles,PAFAH2 inh,PAFAH1B2 inh,PAFAH1B3 FP inh
CC(=O)Nc1sc(C)c(C)c1C(=O)OCC(=O)NC(C)c1ccccc1 (stereo unspecified),2,0,4
O=C1c2ccccc2-c2c1c1ccccc1c(=O)n2CCO,-7,1,-3
COc1ccccc1-c1cc(C(F)(F)F)nc(S(=O)(=O)CCCC(=O)Nc2cccnc2Cl)n1,-8,-4,-5
Cc1cc2c(SCC(=O)Nc3ccccc3O)ncnc2s1,4,-4,-3
Cc1ccc(C2(CCNC(C)c3cccs3)CCOC(C(C)C)C2)cc1 (stereo unspecified),1,3,14
Cc1cc(C)c(OCC(=O)Nc2nnc(C3CC3)s2)c(C)c1,-5,-1,6
COC(=O)c1ccccc1NC(=O)CSc1nnc(CNS(=O)(=O)c2ccc(C)cc2)n1C,-2,9,1
C/C(=N\NC(=O)c1cccc(Br)c1)c1cccnc1,-1,4,5
CNN/C(N=Cc1ccc([N+](=O)[O-])s1)=N\S(=O)(=O)c1cc(C)c(Cl)cc1SCc1ccccc1,5,4,3
CC(C)c1ccc(S(=O)(=O)c2ccc(NN)cc2)cc1,2,6,9
CC(C)(C)S(=O)(=O)N1C[C@H]2C(=CC[C@@H]3C(=O)N(c4ccccc4)C(=O)[C@@H]32)[C@H]1CCO,-6,-3,5
NS(=O)(=O)c1cc(C(=O)OCC(=O)NC2CCCCCCC2)ccc1Cl,9,16,6
O=C(CN1CCN(C(=O)C2CC2)CC1)Nc1ccc(Cl)cc1F,0,5,-2
O=C(N/N=C/c1cccc(O)c1)c1ccc(NC(=O)C2CCCCC2)cc1,-12,-15,-1
COc1ccccc1C(=O)N1[C@@H](C(C)C)COc2cc(Br)ccc2S1(=O)=O,-9,6,4
COc1cc2ccccc2ccc1=NO,0,9,8
C=C1C(=O)O[C@H]2[C@H]1[C@H](OC(=O)/C(C)=C\C)C[C@]1(CO1)[C@@H]1[C@H](OC(C)=O)C=C(C)[C@]21O,5,1,5
Cc1ccc(O)c(C(=O)C=Cc2ccccc2)c1,1,-3,-5
COc1ccccc1NC(=O)CN1CCN(CC(=O)Nc2ccccc2F)CC1,6,-6,0
O=C(COC(=O)c1ccccc1O)NC(=O)NCc1ccccc1,-4,4,0
COc1ccc(NC(=O)COC(=O)CN2C(=O)c3ccccc3C2=O)cc1,8,2,5

(more compounds)
SMILES	PAFAH2 inh	PAFAH1B2 inh	PAFAH1B3 FP inh
CC(=O)Nc1ccc(NC(=O)c2ccc(COc3ccccc3Br)o2)cc1	2	8	-4
COc1cccc(C(=O)NCCCc2ccccc2)c1OC	6	4	-3
Cc1c(C(=O)N2CCNCC2)oc2ccccc12	7	2	5
Cc1ccc2nc(NC(=O)CSc3ncnc4c3oc3ccccc34)sc2c1	-3	-2	-7
CCn1cc(CCCC(=O)NCc2ccc(OC)cc2)c2ccccc21	-6	1	8
CN(CC(=O)O)Cc1oc(CO)cc(=O)c1O	-2	0	11
NNc1nc2c(-c3cccc(C(F)(F)F)c3)nnn2c2ccccc12	-8	-2	-5
CCOC(=O)CC1(NC(=O)C2CCC(=O)N(Cc3ccccc3OC)C2)CCCCC1 (stereo unspecified)	8	0	8
NC1=NOC(=O)C1C1CCCCC1 (stereo unspecified)	5	2	3
O=C(O)C1(Nc2ccc(Cl)cc2)CCCC1	3	0	4
CCOC(=O)C1=C(Cc2ccc(OC)cc2)C(=O)c2ccccc2C1=O	8	8	-1
O=c1c(O)c(-c2ccccc2)oc2ccccc12	0	2	5
Cc1c(O)ccc2c(CC(=O)N[C@@H](Cc3ccc(O)cc3)C(=O)O)cc(=O)oc12	4	0	1
CCOc1ncccc1C(=O)OCC(=O)NC1CCCCCC1	84*	4	-2
COc1ccc(C2=NNC(=O)C2(C)Br)cc1 (stereo unspecified)	-8	1	-1
CN(CC(=O)Nc1ccc(Cl)c(C(F)(F)F)c1)C(=O)C1CCN(C(=O)c2ccc(Cl)cc2)CC1	3	6	8
CCOc1ccc(NC(=O)/C(C#N)=C\c2ccc(N3CCCC3)c(C)c2)cc1	-3	-3	-6
O=C1C=CC(=O)N1c1cccc2cccnc12	1	4	11
CCOC(=O)C1=C(COC(=O)c2ccc(C)c(S(=O)(=O)N3CCOCC3)c2)NC(=O)NC1C (stereo unspecified)	1	0	-4
CCN(CC)CCOC(=O)c1ccc(NC(=O)c2cn(-c3ccccc3)nc2-c2cccs2)cc1	-31	-11	-20
CCOc1ccccc1C(=O)N/N=C/c1coc2ccc(C)cc2c1=O	20	3	8
CCOC(=O)C1CCCN(C(=O)C(CCSC)NC(=O)COc2ccccc2)C1 (stereo unspecified)	3	6	-1
O=S(=O)(c1ccc(F)cc1)N1CCN(CC(O)COCC2CCCO2)CC1 (stereo unspecified)	6	0	-4
COCCN(CC(=O)NC1CCCCC1)C(=O)/C=C/C(=O)c1ccc(OC)cc1O	1	4	5
Cc1nn(C)c(C(=O)NNC(=S)NCc2ccccc2)c1Cl	7	5	3
CC(C)(C)S(=O)N1Cc2cc(CO)cc(-c3ccccc3)c2[C@@H]1CCO (stereo partly specified)	-5	5	3
CCN(Cc1nc2cc(Cl)ccc2c(=O)[nH]1)C(=O)c1cc2c(s1)CCCCC2	-1	10	2
COCc1c(C(=O)Nc2ccc(C)c(S(=O)(=O)N3CCOCC3)c2)oc2ccccc12	-6	0	8
Cc1cc(NC(=O)C(Cl)Cl)cc2c1OCO2	-6	1	12
O=C(COc1c(Br)cc(Br)cc1Br)N/N=C/c1ccco1	-6	-4	4
N#C/C(=C\c1ccc(O)c([N+](=O)[O-])c1)c1nc2ccccc2s1	44*	30*	31*
Cc1ccc(S(=O)(=O)N(C)CC(=O)N2CCC(C(N)=O)CC2)cc1	-3	3	3
O=[N+]([O-])c1cccc2nc3ccccc3c(NCCCn3ccnc3[N+](=O)[O-])c12	2	0	0
Cc1ccc(NC(=O)CNC(=O)c2ccc(OC(F)F)cc2)cc1S(=O)(=O)N1CCCCCC1	1	-3	-4
CC(Sc1nc(C(F)(F)F)nc2ccccc12)C(=O)NC1CCCC1 (stereo unspecified)	-3	1	10
CCCCNC(=O)C(C#N)c1nc2ccccc2nc1N1CCN(Cc2ccc3c(c2)OCO3)CC1 (stereo unspecified)	2	1	-1
Cc1ccccc1Oc1nnc(-c2cccs2)c2ccccc12	0	7	1
Oc1cccc(-c2nnc(-c3cccc(O)c3)nn2)c1	-8	3	9
CCN(CC)CCCC(C)Nc1nccc2c(Cl)cccc12 (stereo unspecified)	2	1	5
NC(=O)C1(N2CCCC2)CCN(Cc2ccccc2)CC1	-2	4	-2
COC(=O)C(NC(=O)CCc1c(C)nc2c(c(C)nn2-c2ccccc2)c1C)C(C)C (stereo unspecified)	9	3	3
CC1(C)Cc2c(cnn2-c2cccc(F)c2)C(NC(=O)Cn2cccn2)C1 (stereo unspecified)	-4	2	7
C=CS(=O)(=O)N(Cc1ccccc1)[C@H](CO)CC(C)C	-10	-2	-6
Cc1cc(NC(=O)CON=C(N)CC(=O)Nc2ccccc2Cl)ccc1Br	1	10	9
CCn1c(SCC(=O)NCCCN2CCCC2=O)nnc1-c1cccc(C)c1	0	-3	3
NC(=O)C1=CC2C3C=CC2(O)C(=O)OC3O1 (stereo unspecified)	3	1	1
CCCn1nc(C(=O)Nc2ccc3nc(N4CCOCC4)sc3c2)ccc1=O	-4	4	9
COc1ccc(S(=O)(=O)N2CCOCC2)cc1NC(=O)COc1ccc(C(C)=O)cc1OC	4	0	5
COc1ccc(Cl)cc1NC(=S)NCCc1ccc(F)cc1	6	6	-4
C=C1C(=O)OC2C=C(CO)C3OC3C3OC3(C)CC(OC(=O)/C(=C/C)COC(C)=O)C12 (stereo unspecified)	11	5	-4
COc1ccc(C(=O)Cn2cnc3ccccc3c2=O)c(OC)c1	5	-3	7
O=C(Nc1cccc(C(F)(F)F)c1)Nn1cnnc1	-3	-2	-3
Cc1cc2cc(C(c3nnnn3CC3CCCO3)N3CCCc4ccccc43)c(=O)[nH]c2cc1C (stereo unspecified)	12	3	4
CCN(CC)CC1CN(N=Cc2ccc([N+](=O)[O-])o2)C(=O)O1 (stereo unspecified)	-3	4	8
O=C(Oc1ccc(Nc2ncnc3ccccc23)cc1)c1cccnc1	3	9	6
CC(=O)Nc1cccc(OCc2cccc([N+](=O)[O-])c2)c1	-8	3	2
CCC(C)(C)NC(=O)C(c1cccn1C)N(Cc1ccccc1)C(=O)Cn1nnc2ccccc21 (stereo unspecified)	-4	2	0
O=S(=O)(Cc1ccc(Cl)cc1Cl)c1ccc(Cl)cc1	1	11	0
CCCCCCCN(c1ccccc1)[C@@H]1C[C@H]2CCCC(=O)N3CC[C@@H](C1)[C@@H]23	8	9	8
CN(Cc1ccccc1Cl)C(=O)C1CC(=O)N(c2ccc3c(c2)OCCO3)C1 (stereo unspecified)	-1	5	-3
CCOC(=O)C(Cc1c[nH]c2cc([N+](=O)[O-])ccc12)(NC(C)=O)C(=O)OCC	6	2	4
COc1ccc(CNC2CCCc3ccccc32)c(OC)c1 (stereo unspecified)	3	-1	9

Not all compounds are listed; rates above refer to the full screens.
